From PubChem BioAssay
LYPLA2 inh = LYPLA2 inhibitors, primary screen, counter-screen for PME1 inhibitor project, biochemical, fluorescence polarization, FP-Rh probe ABPP; AID 2177, 2009; recombinant LYPLA2; inhibition, % at 5.9 µM; Acyl-protein thioesterase 2 (Homo sapiens), O95372; hit rate 0.38% among 320,000;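 active means inhibition above the screen-wide mean plus 3 SD, limit set per campaign, cut at about 26% in these data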;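 further: 0% = LYPLA2 with DMSO and 100% = wells lacking LYPLA2 enzyme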
PAD4 FP inh = human PAD4 inhibitors, primary screen, biochemical, fluorescence polarization, 1536-well format; Protein-arginine deiminase type-4 (Homo sapiens), Q9UM07; recombinant PAD4, RCA probe fluorescence polarization; inhibition, % at 6.36 µM; hit rate 0.41% among 330,000;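 active means percent inhibition above a cutoff equal to the mean of all tested compounds plus 3 SD, cut at about 15% in these data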;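 further: 0% = PAD4 with RCA probe and DMSO and 100% = probe without PAD4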
PAFAH1B2 inh = PAFAH1B2 enzyme inhibitors, primary screen, biochemical, fluorescence polarization, human; recombinant PAFAH1B2, FP-rhodamine activity probe; inhibition, % at 3.39 µM; hit rate 1.2% among 340,000;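 active means inhibition above the mean of all tested compounds plus 3 SD, cut at about 24% in these data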;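 further: 0% = enzyme with DMSO and 100% = wells lacking PAFAH1B2; many of its hits are not listed in these tables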
PREPL inh = PREPL enzyme inhibitors, primary screen, biochemical, fluorescence polarization; Prolyl endopeptidase-like (Homo sapiens), Q4J6C6; recombinant PREPL, fluorescence polarization activity-based probe; inhibition, % at 5.96 µM; hit rate 0.68% among 320,000; in the data active means inhibition above about 43%;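 further: 0% = enzyme with DMSO and 100% = wells lacking enzyme; many of its hits are not listed in these tables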
pPAFAH inh = pPAFAH enzyme inhibitors, primary screen, biochemical, fluorescence polarization, human. hit rate 1.5% among 330,000. Platelet-activating factor acetylhydrolase (Homo sapiens), Q13093. recombinant pPAFAH, FP-rhodamine probe fluorescence polarization. AID 463082, 2010. inhibition, % at 3.39 µM;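 active means inhibition above the mean inhibition across the screen plus 3 SD, cut at about 25% in these data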;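 further: inhibitors block binding of the rhodamine activity-based probe so polarization drops; 0% = enzyme with DMSO and 100% = wells lacking pPAFAH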
Target sequence (Q13093 whole entry, looked up): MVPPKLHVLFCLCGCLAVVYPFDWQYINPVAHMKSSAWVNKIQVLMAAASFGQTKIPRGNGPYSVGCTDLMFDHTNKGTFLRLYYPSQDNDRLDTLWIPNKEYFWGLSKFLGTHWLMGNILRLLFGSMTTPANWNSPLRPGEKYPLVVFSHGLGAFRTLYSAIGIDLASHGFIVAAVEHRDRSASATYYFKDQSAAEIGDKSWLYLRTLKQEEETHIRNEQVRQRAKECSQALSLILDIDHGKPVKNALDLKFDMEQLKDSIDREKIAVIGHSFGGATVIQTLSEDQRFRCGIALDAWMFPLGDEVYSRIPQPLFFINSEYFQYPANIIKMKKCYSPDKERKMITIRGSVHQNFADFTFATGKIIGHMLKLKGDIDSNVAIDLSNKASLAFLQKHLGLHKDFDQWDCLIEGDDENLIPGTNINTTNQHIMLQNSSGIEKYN
PME-1 inh = PME-1 inhibitors via competitive probe labeling, primary screen, biochemical, fluorescence polarization, FP-Rh probe, HTS; hit rate 0.53% among 320,000; Protein phosphatase methylesterase 1 (Homo sapiens), Q9Y570; AID 2130, 2009; recombinant PME-1; inhibition, % at 5.9 µM;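 active means inhibition above the campaign mean of all compounds plus 3 SD, cut at about 26% in these data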;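 further: competitive labeling of PME-1 active site by serine hydrolase directed probe; 0% = PME-1 with DMSO and 100% = wells lacking PME-1 enzyme; inhibitors block probe labeling so polarization falls and inhibition rises; many of its hits are not listed in these tables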
GSTO1 counter = inhibitors of recombinant GSTO1, primary screen, counter-screen for RBBP9 inhibitor project, biochemical, fluorescence polarization; activity-based probe fluorescence polarization; inhibition, % at 5.96 µM; hit rate 1.1% among 300,000; AID 1974, 2009;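 active means inhibition above the campaign mean inhibition plus 3 SD, cut at about 35% in these data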;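 further: 0% = GSTO1-1 with DMSO and 100% = wells lacking GSTO1-1 enzyme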
Target sequence (P78417 whole entry, looked up): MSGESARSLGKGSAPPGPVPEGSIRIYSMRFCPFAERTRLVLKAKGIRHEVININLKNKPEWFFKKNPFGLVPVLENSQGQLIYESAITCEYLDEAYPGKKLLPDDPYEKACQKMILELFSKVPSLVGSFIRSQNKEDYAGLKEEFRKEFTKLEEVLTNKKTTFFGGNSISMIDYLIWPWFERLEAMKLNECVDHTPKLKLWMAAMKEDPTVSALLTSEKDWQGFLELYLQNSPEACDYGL
PAFAH1B3 inh = PAFAH1B3 enzyme inhibitors, primary screen, biochemical, fluorescence polarization, human; Platelet-activating factor acetylhydrolase IB subunit alpha1 (Homo sapiens), Q15102; recombinant PAFAH1B3, FP-rhodamine probe; inhibition, % at 3.39 µM; hit rate 0.28% among 340,000; AID 492972, 2010;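 active means inhibition above the screen-wide average of all tested compounds plus 3 SD, cut at about 25% in these data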;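 further: 0% = enzyme with DMSO only and 100% = wells lacking PAFAH1B3 protein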
Target sequence (Q15102 whole entry, looked up): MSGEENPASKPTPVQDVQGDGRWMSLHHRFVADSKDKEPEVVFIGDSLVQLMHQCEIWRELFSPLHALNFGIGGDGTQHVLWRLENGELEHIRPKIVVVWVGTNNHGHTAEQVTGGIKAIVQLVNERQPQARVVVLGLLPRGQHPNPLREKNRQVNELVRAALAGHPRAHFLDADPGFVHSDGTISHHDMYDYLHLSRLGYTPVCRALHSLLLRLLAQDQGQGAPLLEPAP
LYPLA1 counter = LYPLA1 inhibitors, primary screen, counter-screen for PME1 inhibitor project, biochemical, fluorescence polarization, FP-Rh probe ABPP | recombinant LYPLA1 | hit rate 0.16% among 320,000 | Acyl-protein thioesterase 1 (Homo sapiens), O75608 | AID 2174, 2009 | inhibition, % at 5.9 µM;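 active means inhibition above the mean of all tested compounds plus 3 SD, set per campaign, cut at about 14% in these data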;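 further: inhibitors block serine hydrolase probe labeling of LYPLA1 so polarization falls; 0% = enzyme with DMSO and 100% = wells lacking LYPLA1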
The depositor's hits bear a star; x = no result given. The list is partial; count on the stated rates, not on these rows.

canonical_smiles	LYPLA2 inh	pPAFAH inh	PAD4 FP inh	GSTO1 counter	LYPLA1 counter	PME-1 inh	PREPL inh	PAFAH1B3 inh	PAFAH1B2 inh
O=C(N/N=C/c1ccco1)c1cccc(NC(=O)c2ccccc2Cl)c1	-7.9	-0.9	-2.8	4.8	-6.6	-2.8	-10.2	10.2	0.9
O=C(O)C1=C[C@@H](c2ccc(Br)cc2)C[C@@H](OCc2ccc(CO)cc2)O1	0.2	-6.2	-7.8	0.1	2.4	2.9	4.2	5.7	1.9
COC(=O)Nc1ccc(S(=O)(=O)N2CCCCC2C(=O)O)cc1 (configuration not stated)	-1.2	0.1	0.2	4.9	-2.9	2.1	0.3	-2.4	8.8
C#CCOn1c(-n2nc(C)cc2C)nc2ccccc2c1=O	4.2	0.2	-0.1	4.9	-1.5	-6.5	1.1	-0.9	-1.1
CC(C)Cn1nc(NC(=O)C2CCCO2)c2cc3ccccc3nc21 (configuration not stated)	12.1	-0.9	-9.7	5.8	3.8	1.6	-10.2	8.1	4.6
COc1cccc(NC(=S)N2CCCC2c2ccc(OC)c(OC)c2)c1 (configuration not stated)	6.5	0.0	0.5	5.3	2.6	0.6	15.3	3.6	1.4
CCN1C(=O)/C(=C/C=C2/CCCN2C)OC1=S	4.0	4.8	0.6	-0.9	2.0	-6.3	-5.1	-2.4	-0.1
O=C(CCNC(=O)c1ccccc1Cl)NCc1cccnc1	2.4	3.5	-6.8	8.2	0.5	-1.9	12.2	-0.4	2.0
O=Cc1nc(-c2ccccc2Cl)n2ccccc12	3.2	3.4	-3.1	3.3	-1.7	-4.8	-6.5	4.6	0.8
COc1ccc(OCC(=O)Nc2ccc(N3CCC(C)CC3)cc2)cc1	-1.0	1.2	-4.4	4.0	-1.7	-2.3	-3.6	-6.9	1.5
CCOc1ccc(C2/C(=C(/O)c3ccc4c(c3)CC(C)O4)C(=O)C(=O)N2CCCn2ccnc2)cc1 (configuration not stated)	-0.3	0.8	-6.0	-2.0	-3.9	1.1	14.6	4.1	1.8
COc1ccccc1-n1c(SCC(=O)O)nc2c(sc(=S)n2-c2ccccc2C)c1=O	-4.3	2.9	2.0	-4.4	-1.5	12.5	-5.9	4.5	0.8
O=C(CSC1=NS(=O)(=O)c2cc(F)ccc2N1)NCCc1ccccc1	7.5	0.9	0.7	-3.1	5.2	0.4	-5.7	1.9	7.6
Cc1cc(NC(=O)c2ccccc2)ncc1NC(=O)c1ccco1	6.3	3.1	0.0	1.7	5.1	2.3	16.7	1.3	0.8
CCNC(=S)N1CCN(CCN2C(=O)c3cccc4cccc(c34)C2=O)CC1	0.5	-1.8	1.6	0.4	-2.9	4.2	7.7	6.5	4.3
Cc1snc(SCC(=O)c2ccc(Cl)cc2)c1C#N	-1.8	-4.4	-9.9	5.9	-3.1	-6.4	19.0	1.6	4.8
CCSC1=N/C(=C\c2ccc(OC)cc2)C(=O)N1	-3.3	0.7	-4.8	-0.7	-2.8	-3.5	-0.1	7.1	0.5
COc1cc([N+](=O)[O-])ccc1NC(=O)NNC(=O)c1sccc1C	-4.4	-1.3	-3.5	1.0	-2.8	7.4	2.1	5.4	-2.7
O=C(CCN1C(=O)/C(=C/c2cccs2)SC1=S)N1CCCCC1	-8.3	-1.6	-6.7	13.1	1.6	1.3	8.9	14.6	10.2
Cc1cc(N2CCN(C)CC2)nc(=S)[nH]1	1.3	3.4	-2.8	-7.7	-2.7	-4.4	1.1	7.0	2.5

Additional entries:
canonical_smiles	LYPLA2 inh	pPAFAH inh	PAD4 FP inh	GSTO1 counter	LYPLA1 counter	PME-1 inh	PREPL inh	PAFAH1B3 inh	PAFAH1B2 inh
Cn1c(O)c(N=NC(=O)c2ccccc2O)c2ccccc21	-2.0	1.8	-1.5	-14.3	-0.5	6.3	9.0	11.6	4.0
CCN(CC)c1ccc(CNc2nc3ccccc3n2CCN2CCOCC2)cc1	-1.4	4.9	-4.0	10.5	-1.6	0.6	8.2	2.2	1.1
CC1CC(C)CN(S(=O)(=O)c2cccc(C(=O)N3CCN(c4ccc(F)cc4)CC3)c2)C1 (configuration not stated)	18.6	1.3	9.3	x	1.1	10.3	41.8	7.6	22.8
COc1cccc(C(=O)N2CCN(C(=O)COc3ccc4ccccc4c3)CC2)c1	6.3	-2.8	-1.3	9.4	2.2	12.0	17.6	10.9	6.4
O=S1(=O)N=C(N/N=C/c2cccs2)c2ccccc21	13.3	11.2	-1.0	-1.5	4.0	-0.3	-3.9	6.0	9.1
COC(=O)c1c(NC(=O)CSc2nc3ccccc3c(=O)n2Cc2ccco2)sc(C)c1C	-2.2	7.1	-2.6	-5.1	-2.1	-7.5	-5.1	6.3	-1.2
Cc1ccccc1OCC(=O)NCCN1CCCC1	0.8	1.1	1.5	2.4	0.2	-2.5	3.8	2.9	3.6
Cc1cccc(N2CCN(C(=O)c3ccc4c(c3)c(C)c(C)n4C)CC2C)c1 (configuration not stated)	18.9	3.7	-1.8	4.8	3.1	7.5	21.9	9.1	0.7
CC1CN(C(=O)COc2ncnc3ccccc23)CC(C)O1 (configuration not stated)	3.2	-3.0	-1.2	-11.3	0.2	-4.9	-13.6	7.8	4.2
Cc1cc2nc(-c3ccc(SCC(=O)Nc4ccc(S(=O)(=O)NC5CC5)cc4)nc3)[nH]c2cc1C	-84.0	-16.2	-7.2	-21.6	-44.0	-92.4	-25.0	-48.0	-31.6
O=C1CC(c2ccccc2)CC(O)=C1C=Nc1ccccc1O (configuration not stated)	6.6	5.7	-8.2	2.6	1.5	-1.5	14.7	4.9	-3.1
CC1CC1C(=O)OCC(=O)Nc1ccc(Cl)cn1 (configuration not stated)	x	8.9	-0.8	x	x	x	7.3	-1.1	-5.8
O=C(c1ccccc1)c1c[nH]cc1-c1ccccc1	3.1	3.9	-3.2	5.8	-3.0	-5.1	0.7	-1.1	12.2
CN(C(=O)CC(=O)Nc1ccc(Cl)c(Cl)c1)c1ccccc1	5.0	3.6	-3.3	-4.0	-1.0	-1.0	-11.5	3.3	2.7
Clc1nc2sccn2c1/C=N/n1cnc2ccccc21	2.9	-0.4	-6.8	-25.2	-0.9	-2.6	-11.7	9.2	3.1
CCN1CCN(C(=O)c2cnn3c(C(F)F)cc(-c4ccc(C)cc4)nc23)CC1	3.0	9.2	-3.6	2.4	0.9	-3.0	8.0	6.4	3.5
Cc1ccc(S(=O)(=O)N2CCC(=O)N2)cc1	7.3	2.5	-1.1	2.9	1.9	0.1	-60.2	-2.6	-1.8
COc1cc(-c2cc(C(=O)Nc3ccc(C)c(S(=O)(=O)N4CCOCC4)c3)c3ccccc3n2)cc(OC)c1OC	x	-8.6	1.4	x	x	x	0.5	-20.8	-10.8
O=C(Cn1cnnn1)Nc1cccc([N+](=O)[O-])c1	5.0	3.5	-3.7	-7.2	-0.8	-11.4	-2.5	3.2	-0.3
COC(=O)c1ccc(CN=C(NS(=O)(=O)c2ccccc2)c2ccccc2)cc1	x	-2.2	-7.3	x	x	x	17.2	6.9	5.8

(more compounds)
canonical_smiles	LYPLA2 inh	pPAFAH inh	PAD4 FP inh	GSTO1 counter	LYPLA1 counter	PME-1 inh	PREPL inh	PAFAH1B3 inh	PAFAH1B2 inh
O=C(COC(=O)c1cccnc1Cl)Nc1nc(-c2ccccc2)cs1	1.1	3.0	-4.2	3.1	0.7	-6.6	-39.2	7.1	-4.8
COc1ccc(NC(=O)CN(C)C(=O)C(Sc2ccccc2)c2ccccc2)cc1 (configuration not stated)	1.6	0.4	-3.8	x	0.8	3.0	0.3	13.1	5.1
COc1cc(C(=S)NCc2ccccc2)cc(Br)c1O	-9.2	-2.5	-8.4	12.7	-1.5	-3.4	5.6	1.0	9.4
Cn1c(C(=O)NCc2cccs2)cc2oc3ccccc3c21	-0.1	2.8	0.3	-1.6	-3.0	7.8	18.6	1.2	3.1
O=S(=O)(c1ccc(F)cc1)c1nc(-c2ccccc2)oc1N1CCOCC1	-0.5	3.1	0.1	-3.4	2.0	5.1	-0.1	6.0	4.3
CNC(=O)CSc1nc2ccccc2c(=O)n1C1CCCCC1	-0.2	5.0	0.2	-13.0	-1.3	-0.9	14.1	2.5	3.4
COc1ccc(NC(=O)CC2C(=O)NC3CCCCC3N2C(=O)c2ccc(F)cc2)cc1 (configuration not stated)	2.8	1.3	-1.5	8.5	1.8	-0.9	13.7	11.3	3.1
CN1CCN(c2ccc(S(=O)(=O)N3CCCCC3)cc2N)CC1	3.7	0.6	1.5	x	-4.5	3.8	15.3	1.2	1.1
CC1(C)CC2CC(C)(CN2C(=O)C23CCC(C)(C(=O)C2)C3(C)C)C1 (configuration not stated)	0.3	-2.9	-1.1	-0.2	-0.1	0.7	4.2	3.8	5.8
Cc1ccc(C(=O)NCc2ccco2)cc1S(=O)(=O)Nc1cccc(C)c1C	-3.5	33.0*	-0.8	-0.2	-1.6	9.3	2.9	4.9	4.7
CC(=O)Nc1nc2cc3c(cc2s1)OCCO3	0.2	-0.4	-6.7	-3.3	0.4	-4.7	10.9	2.9	4.6
CCOc1ccccc1NC(=O)c1cc(C(=O)Nc2ccccc2OCC)cc(N2C(=O)CCC2=O)c1	0.3	1.3	-0.8	-5.4	-1.1	-4.4	-4.9	5.8	3.3
O=C(c1ccccc1F)N(NC(=O)C(O)(c1ccccc1)c1ccccc1)c1ccccc1	-3.3	-0.5	-1.2	1.9	-1.9	-2.2	-7.4	7.2	-3.1
COc1ccc(Sc2ccc(/C=C3\C(=O)NN(c4ccccc4)C3=O)o2)cc1	-7.2	29.1*	0.1	42.4*	-2.2	10.3	4.7	14.9	42.1*
Cc1c(NC(=O)c2cc(-c3ccc(Cl)cc3)on2)c(=O)n(-c2ccccc2)n1C	-4.4	-1.1	-4.1	-2.5	-3.2	-0.5	3.0	2.5	-0.1
CCNC(=S)N/N=C/c1ccc(-c2ccccc2)o1	-0.1	0.2	-3.1	-1.0	-0.6	4.0	33.1	-1.8	1.8
COc1ccccc1/C=N/NC(=O)c1csc(C)c1C	0.2	-3.5	3.1	13.8	1.9	-2.6	0.4	-7.0	-3.3
COc1ccccc1NS(=O)(=O)c1cc(NC(=O)c2cc(=O)[nH]c3ccccc23)ccc1N1CCOCC1	-13.7	2.0	2.9	-10.2	-11.6	-6.0	-10.3	-3.8	-1.7
O=C(Cc1ccccc1)Nc1ccc(NC(=O)c2ccco2)cc1	-2.1	-0.2	-0.1	-2.0	-0.7	-2.8	-1.1	0.5	0.6
Cn1c(CNC(=O)c2ccco2)nnc1SCC(=O)c1ccc(F)cc1	1.6	1.2	-1.3	3.8	-2.6	-1.6	-5.6	-3.4	-0.8
O=C1CNC(=O)N1CC(=O)N1CCCc2ccccc21	4.4	-3.9	5.5	-5.8	0.1	-2.6	-6.8	3.3	13.6
CC(C)(C)NC(=O)C(c1c[nH]c2ccccc12)N(C(=O)Cn1nnc(-c2ccc(Cl)cc2)n1)c1ccccc1F (configuration not stated)	-20.2	-9.0	-1.3	-9.3	-9.9	-11.3	3.4	2.5	2.4
